# Screens as filed in PubChem.
# M4 PAM – CHRM4 positive allosteric modulation | 0.4% of 360,000 active | activation, % at 3 µM | P08173 | CHO-K1 hM4/Gqi5, Fluo-8 calcium fluorescence, ACh EC20; 0% = ACh EC20, 100% = maximal ACh;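 active = activation above its plate's cutoff, the mean activation of sample wells plus 3 SD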; also: some results filed as inactive read as strong as hits
# Target sequence (P08173 whole entry, looked up): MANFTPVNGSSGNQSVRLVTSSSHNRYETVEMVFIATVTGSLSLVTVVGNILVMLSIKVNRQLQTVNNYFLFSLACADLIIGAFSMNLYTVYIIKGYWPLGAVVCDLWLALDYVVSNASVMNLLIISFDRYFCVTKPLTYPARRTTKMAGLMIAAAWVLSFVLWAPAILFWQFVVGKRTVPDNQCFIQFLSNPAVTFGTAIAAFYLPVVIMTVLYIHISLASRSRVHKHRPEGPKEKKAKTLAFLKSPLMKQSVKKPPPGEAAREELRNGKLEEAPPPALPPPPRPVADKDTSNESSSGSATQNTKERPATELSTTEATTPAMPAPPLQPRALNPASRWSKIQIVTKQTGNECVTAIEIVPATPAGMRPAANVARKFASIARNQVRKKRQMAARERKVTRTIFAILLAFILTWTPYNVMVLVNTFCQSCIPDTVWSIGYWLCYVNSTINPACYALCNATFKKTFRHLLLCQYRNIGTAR
# CHO-K1 Ca antag – counter-screen for M1 antagonists: effect in parental CHO-K1 cells; ATP-induced calcium, Fluo-8 fluorescence; inhibition, % at 3 µM; 0.6% of 360,000 active;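 active = inhibition above a per-plate cutoff, the plate's mean sample inhibition plus 3 SD, cut at about 24% in these data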;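 also: 0% = DMSO plus EC80 ATP and 100% = DMSO alone without ATP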
# CHRM4 agonist – agonists of human muscarinic M4 receptor (CHRM4); AID 624127; CHO-K1 hM4/Gqi5, Fluo-8 calcium fluorescence; vehicle 0%, full acetylcholine response 100%; 0.14% of 360,000 active; activation, % at 3 µM;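 active = activation above the run mean over all test wells plus 3 SD, cut at about 32% in these data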;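 also: peak over basal fluorescence ratio per well then scaled between controls; 0% = DMSO wells and 100% = acetylcholine at EC100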
# M5 antag – antagonists of human muscarinic M5 receptor (CHRM5). P08912. CHO-hM5 cells, Fluo-8 calcium fluorescence, ACh EC80. inhibition, % at 3 µM. 0.59% of 360,000 active;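 active = inhibition above a per-plate cutoff, the mean of that plate's test compounds plus 3 SD, cut at about 27% in these data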;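 also: 0% = acetylcholine EC80 with DMSO and 100% = DMSO without agonist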
# Target sequence (P08912 whole entry, looked up): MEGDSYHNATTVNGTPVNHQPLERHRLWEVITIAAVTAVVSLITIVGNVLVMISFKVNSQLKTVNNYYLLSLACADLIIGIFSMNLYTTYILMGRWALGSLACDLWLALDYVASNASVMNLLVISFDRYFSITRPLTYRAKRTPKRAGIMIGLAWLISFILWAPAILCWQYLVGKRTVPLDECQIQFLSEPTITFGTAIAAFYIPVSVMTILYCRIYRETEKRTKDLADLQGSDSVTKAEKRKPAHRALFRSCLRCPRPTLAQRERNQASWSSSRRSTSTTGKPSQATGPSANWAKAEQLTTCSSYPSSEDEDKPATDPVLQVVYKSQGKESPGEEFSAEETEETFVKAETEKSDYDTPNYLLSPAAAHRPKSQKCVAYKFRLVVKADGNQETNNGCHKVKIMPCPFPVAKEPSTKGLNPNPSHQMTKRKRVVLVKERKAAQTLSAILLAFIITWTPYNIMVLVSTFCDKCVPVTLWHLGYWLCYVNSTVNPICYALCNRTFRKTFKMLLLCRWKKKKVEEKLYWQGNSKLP
# CHRM4 antagonist – blocks acetylcholine activation of human M4 receptor; P08173; CHO-hM4 cells, ACh EC80, Fluo-8 calcium fluorescence; inhibition, % at 3 µM; 0.73% of 360,000 active; AID 624125;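 active = inhibition above its plate's cutoff, the mean inhibition of sample wells plus 3 SD, cut at about 27% in these data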;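 also: 0% = acetylcholine EC80 with DMSO and 100% = DMSO without agonist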
# CHO-K1 Ca PAM – M1 PAM counterscreen hit in parental CHO-K1 cells | AID 602247 | ATP EC20, Fluo-8 calcium fluorescence; 0% at ATP EC20, 100% at ATP max | activation, % at 3 µM | 0.02% of 360,000 active;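 active = activation above the run cutoff, the mean activation of all test compounds plus 3 SD, cut at about 40% in these data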;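 also: peak over basal fluorescence ratio in a 140 s read after ATP addition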
# CHO-K1 Ca ag – M1 agonist counterscreen hit in parental CHO-K1 cells; Fluo-8 calcium fluorescence; scaled to maximal ATP response, vehicle zero; activation, % at 3 µM; 0.48% of 360,000 active; AID 602248; in the data active = activation above about 15%;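 also: untransfected CHO-K1 host cells lacking M1 receptor as counterscreen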
# M5 PAM – positive allosteric modulators of human muscarinic M5 receptor. CHO-K1 hM5, Fluo-8 calcium, ACh EC20 PAM; 0% = ACh EC20, 100% = ACh EC100. activation, % at 3 µM. 0.3% of 360,000 active. AID 624038;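 active = activation above the run cutoff, the mean activation of all test compounds plus 3 SD, cut at about 18% in these data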
#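 System: CHO-K1 cell line with stable human muscarinic M5 receptor expression | Also added: EC20 acetylcholine as agonist stimulus | Compound: One concentration, 3 µM final (nominal) | Timing: Fluo-8 loading 80 min at 37 °C plus 30 min room temperature | Measured by: Fluo-8 calcium dye fluorescence, kinetic read | Read-out basis: % activation, ACh-normalized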
# M5 ag – CHRM5 agonism in calcium assay. P08912. CHO-K1 hM5 cells, Fluo-8 calcium fluorescence; 0% DMSO wells, 100% maximal acetylcholine response. activation, % at 3 µM. 0.19% of 360,000 active. AID 624037;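 active = activation above the run's mean over test compounds plus 3 SD, cut at about 23% in these data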;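 also: signal is peak over basal fluorescence ratio across the kinetic read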
# Starred values were filed as active, the others as inactive; x = no result given.
# Sample of the layout, 3 compounds:
SMILES,M4 PAM,CHO-K1 Ca antag,CHRM4 agonist,M5 antag,CHRM4 antagonist,CHO-K1 Ca PAM,CHO-K1 Ca ag,M5 PAM,M5 ag
CC(=O)Nc1ccc(NC(=O)C(C)n2nc([N+](=O)[O-])c(Br)c2C)cc1 (stereo unspecified),4,-11,2,-5,0,2,0.3,2,3
COc1ccc(CCNC(=O)c2ccc(Cl)cc2Cl)cc1,-2,-8,0,4,0,12,0.3,-3,-3
CC(C)c1cc[n+](-c2nc([O-])sc2C=O)cc1,6,6,1,14,-7,-3,-0.2,3,-1

# Results, from the start:
SMILES,M4 PAM,CHO-K1 Ca antag,CHRM4 agonist,M5 antag,CHRM4 antagonist,CHO-K1 Ca PAM,CHO-K1 Ca ag,M5 PAM,M5 ag
CC(=O)Nc1ccc(NC(=O)C(C)n2nc([N+](=O)[O-])c(Br)c2C)cc1 (stereo unspecified),4,-11,2,-5,0,2,0.3,2,3
COc1ccc(CCNC(=O)c2ccc(Cl)cc2Cl)cc1,-2,-8,0,4,0,12,0.3,-3,-3
CC(C)c1cc[n+](-c2nc([O-])sc2C=O)cc1,6,6,1,14,-7,-3,-0.2,3,-1
O=[N+]([O-])c1ccc(N/N=C/c2sc(N3CCOCC3)nc2-c2ccccc2)c(S(=O)(=O)Nc2ccc(Cl)cc2)c1,6,-4,1,-13,-17,11,0.2,9,-1
CCOc1ccc(NC(=O)CSc2nnc(NC(=O)C3CC3)s2)cc1,-1,-18,1,-2,-2,2,0.4,5,-3
CCCn1c(C)cc(C(=O)COc2ccc(C)nc2[N+](=O)[O-])c1C,-4,1,2,8,9,24,13,-5,1
CNC(=O)c1ccc2c(c1)nnn2C,-5,-3,0,2,-2,6,0.2,-3,-3
COc1ccc(CC(=O)Nc2cccc3ccccc23)cc1OC,-7,-5,8,15,17,-8,4.2,-6,2
Cc1cccc(Nc2nc(C)nc3c2oc2ccccc23)c1,-4,-15,-1,3,-6,-1,-1.4,-7,-7
O=C(O)CC(C(=O)N(c1ccccc1)c1ccccc1)N1CCOCC1 (stereo unspecified),2,6,0,-3,5,-3,-0.1,4,2
O=C(COC(=O)/C=C/c1ccc(F)cc1)Nc1ccc2[nH]c(=O)[nH]c2c1,9,-2,0,-2,-11,-8,0.5,1,2
CCOC(=O)c1cnc2nc(SC)nn2c1N,5,1,1,-1,-5,6,0.2,-5,-2
CC(CCc1ccccc1)NC(=O)COC(=O)C1=COCCO1 (stereo unspecified),4,-1,2,6,-6,2,0.1,-4,-1
CC(Cc1ccccc1)C(=O)N(C)Cc1cccnc1 (stereo unspecified),7,0,4,-5,-20,-13,-0.4,3,-7
COc1ccc(-n2nc3c(c2NC(=O)c2ccc(S(=O)(=O)N4CCOCC4)cc2)CS(=O)(=O)C3)cc1,-7,-23,3,5,-1,10,0.8,5,4
CCn1c(=O)n(CC)c2cc(S(N)(=O)=O)c(C)cc21,4,-22,0,-3,-2,21,0.3,8,2
Cn1c(=O)oc2cc(S(=O)(=O)NCc3ccc(C(=O)O)cc3)ccc21,8,-3,2,7,-4,13,2.1,-2,5
COc1ccccc1CNC(=O)c1cc(-c2ccccc2)nn1CC1CC(c2cccnc2)=NO1 (stereo unspecified),-8,-4,17,21,3,-6,5.0,-18,-1
CCN(CC)S(=O)(=O)c1ccc(N=Nc2cc(C)cc(Br)c2O)cc1,5,-14,2,-4,-4,19,0.5,6,4
COc1ccc(C(=O)N/N=C/c2cc3ccccc3[nH]c2=O)cc1,-4,-5,6,8,2,15,3.8,-10,2
COc1ccc(C(=O)COC(=O)C2COc3ccccc3O2)c(OC)c1 (stereo unspecified),1,-3,1,3,5,-4,2.5,-4,2
C[C@H](CO)N1C[C@H](C)[C@@H](CN(C)S(=O)(=O)c2ccc(-n3cccn3)cc2)OCc2cnnn2CCCC1=O,14,-1,2,5,-12,18,0.2,0,2
c1ccc(-c2nc(N3CCCC3)nc3ccccc23)cc1,-3,-2,1,5,12,11,0.5,-1,-2
O=C(CC(=O)N/N=C/c1ccccc1)NCc1ccccc1,9,16,2,13,-2,3,17*,-10,-3
COc1ccc(N(C(=O)CNC(=O)c2cccs2)C(C(=O)NC2CCCC2)c2cccnc2)cc1 (stereo unspecified),-4,21,1,-4,1,-10,3.0,3,3
CN(Cc1cccs1)C(=O)COc1cccc2c1OC(C)(C)C2,-1,-6,2,8,-13,6,-0.3,-10,3
CN1CCN(C(=O)/C(=C\c2cccs2)NC(=O)c2ccccc2)CC1,-3,-16,0,5,-9,-23,0.2,0,-1
COc1ccc(C(=O)Nc2cccc3c2C(=O)NC3=O)cc1S(=O)(=O)N1CCOCC1,-12,8,1,-5,8,-1,-0.3,-4,0
COc1cc(CNCc2ccncc2)ccc1OCC(N)=O,2,3,0,8,2,12,2.9,-5,0
O=C(c1ccc(Cl)cc1)[C@@H]1[C@@H]2C(=O)N(c3ccc(Cl)cc3)C(=O)[C@@H]2C2c3ccccc3C=NN21 (stereo partly specified),-2,-2,5,14,-9,19,1.9,-8,-2
COc1ccccc1CNc1nc(NCc2ccccc2F)c2sccc2n1,-9,28*,15,26,24,5,17*,-30,2
CC(C)(C)CNc1cc(N2CCOCC2)ccc1[N+](=O)[O-],4,-10,-2,2,7,21,1.5,-1,-10
O=C(NCCS(=O)(=O)N1CCN(C(=O)c2ccco2)CC1)c1ccccc1,-1,-4,1,3,-8,11,1.1,-5,1
CC(=O)c1c(N2CCOCC2)nc(=S)n(-c2ccc([N+](=O)[O-])cc2)c1C,2,-10,0,8,0,14,0.1,-8,1
Cc1ccccc1Cn1nc(C)c(NC(=O)c2sc3ccccc3c2Cl)c1C,-10,6,8,17,9,17,2.4,-44,-8
CN(C(=O)COC(=O)c1sc2ccccc2c1Cl)C1CCCCC1,1,8,2,2,1,-9,0.5,-4,-3
O=C(Nc1ccc(Cl)cc1)OCc1cc(-c2ccccc2)on1,-9,8,8,15,11,-5,3.4,-17,0
COc1ccc(S(=O)(=O)N2CCC(C(=O)N3CCN(C)CC3)CC2)cc1Cl,-4,-11,1,7,-17,4,0.0,-2,-3
C=CCn1c(SCC(=O)NCc2ccco2)nnc1-c1ccc2ccccc2n1,-10,-6,1,3,10,22,4.5,-5,-1
N[C@@H](CO)c1cn([C@@H](Cc2cc3ccccc3[nH]2)C(=O)N2CCNCC2)nn1,14,0,1,-1,-8,9,-0.7,7,3
Cc1ccc(S(=O)(=O)N(C)C)cc1NC(=S)N1CCc2ccccc21,-5,-17,1,6,9,16,0.8,2,0
Cc1cnc(C(=O)OCC(=O)c2cc(C)n(C)c2C)cn1,0,-13,1,6,0,16,0.4,5,0
O=C(OCCOc1cccc(Cl)c1)c1cc(S(=O)(=O)N2CCCCC2)ccc1N1CCOCC1,-1,5,0,-4,-4,-1,0.0,6,-2
CC(C)(C)n1ncc2c(=O)n(CC(=O)N3CCc4ccccc43)cnc21,-5,16,4,3,2,-6,1.1,-6,0
O=C1C2C3C=CC(C3)C2C(=O)N1CCCO (stereo unspecified),2,0,0,-2,-4,0,0.3,3,-4
OC(C#CCN1CCCCCC1)(c1ccccc1)c1cccnc1 (stereo unspecified),-61,-13,13,55*,82*,14,3.8,-32,-18
N#CCCn1nnc(-c2ccccc2F)n1,2,-8,0,4,-6,6,0.1,-2,-3
Cc1nnc(SCC(=O)n2c3c(c4ccccc42)CCCC3)s1,10,-3,0,-2,-1,8,0.6,6,-9
COc1ccc(N(C)S(=O)(=O)c2c(C)[nH]c(=O)[nH]c2=O)cc1,2,8,2,-2,7,9,0.2,1,4
CNc1oc(-c2cccs2)nc1S(=O)(=O)c1ccccc1,-10,-3,12,19,4,12,4.5,-16,4
O=C(Nc1ccc(C(=O)O)cc1)/C(=C/c1ccc([N+](=O)[O-])cc1)NC(=O)c1ccccc1,12,9,1,-10,-4,-8,-0.3,10,-1
CC1CCCCC1NS(=O)(=O)CCNC(=O)c1ccc2c(c1)OCO2 (stereo unspecified),-2,3,2,-3,-9,-19,0.3,1,4
CS(=O)(=O)N(CC(=O)NCCSCc1ccccc1)c1ccccc1Cl,-1,-9,3,-7,-4,7,1.3,8,6
Cc1ccc(C(=O)O/N=C2\CCS(=O)(=O)c3sccc32)cc1,5,-6,1,2,13,4,0.4,3,0
Cn1c(SCc2cccnc2)nc2cccnc21,4,-8,1,-5,-12,2,0.3,-7,-4
O=C(O)C(c1ccccc1)N1C(=O)/C(=C\c2ccc(-c3ccccc3Cl)o2)SC1=S (stereo unspecified),-2,-14,1,5,-3,14,0.5,-3,-1
CC1(C(=O)Nc2cccc3ccccc23)CCN1C(=O)Cc1ccccc1Cl (stereo unspecified),-1,-9,3,0,-4,12,0.2,-3,-1
Oc1cccc(/C=N/N=C/c2cccc(O)c2O)c1O,5,-10,5,6,-6,-2,0.9,5,3
O=C(O)C1C2CCC(C2)C1C(=O)Nc1ccccc1 (stereo unspecified),-6,-9,0,2,7,12,1.6,-2,0
Cc1ccccc1CN1C(=O)CSCC1(C)C(=O)NC(C)C (stereo unspecified),-3,x,1,-8,0,x,x,8,2

# (listing goes on)
SMILES,M4 PAM,CHO-K1 Ca antag,CHRM4 agonist,M5 antag,CHRM4 antagonist,CHO-K1 Ca PAM,CHO-K1 Ca ag,M5 PAM,M5 ag
CCOc1ccc(C(=O)N2CCN(c3ccccc3)CC2)cc1OCC,3,10,1,-6,14,-5,-0.1,-1,2
CN1CCN(S(=O)(=O)c2ccc(Oc3ccc(F)cc3Br)nc2)CC1,-7,-10,2,12,9,5,2.8,-5,-5
COc1ccc(C(=O)N2CCc3ccccc32)cc1S(=O)(=O)N1CCOCC1,2,-5,2,3,1,0,0.6,-7,4
CNC(=O)Nc1cc(C(F)(F)F)cc(C(F)(F)F)c1,-3,-3,5,4,-9,3,3.8,-5,9
CC(=O)NCCCC(=O)NC(CCC(=O)OCc1ccccc1)C(=O)OCc1ccccc1 (stereo unspecified),6,-22,1,19,-5,18,1.4,-4,-1
CCOc1ccc(-n2c(O)c(/C=N/Nc3nnc(C)c(=O)[nH]3)c3ccccc3c2=O)cc1,-1,-9,-1,-8,6,6,-0.9,-1,1
CCCS(=O)(=O)NC(=O)C1(C)CCCN(C(=O)c2ccc(F)c(Cl)c2)C1 (stereo unspecified),1,-14,1,1,7,3,0.3,-3,1
O=C(Nc1ccccc1N1CCCCC1)c1cccs1,2,-22,-2,1,-9,31,1.0,1,4
O=C(OCC(=O)N1CCCC1=O)c1cc(S(=O)(=O)N2CCOCC2)ccc1Cl,5,-1,1,5,-2,-7,0.8,-3,2
Cc1ccc(N(CN2C(=O)C3C4CCC(C4)C3C2=O)C(=O)c2ccco2)cc1 (stereo unspecified),-6,-6,1,10,-3,11,0.9,-4,-4
Cc1ccc(S(=O)(=O)NC(=O)c2cccn2C)cc1,6,-9,1,-10,0,23,-0.2,0,2
COc1cccc(CN2CCN(Cc3[nH]c4ccccc4c3C)CC2CCO)c1 (stereo unspecified),-8,0,4,-2,7,-1,22*,4,1
CCOC(=O)COC(=O)c1ccc(O)cc1,-6,-3,1,0,9,12,1.1,2,2
CN(c1ccccc1C(=O)Nc1cccc([N+](=O)[O-])c1)S(=O)(=O)c1ccccc1,-5,0,4,12,-3,2,1.4,-2,-6
O=C(Nc1ccc2c(c1)OCCO2)c1ccncc1,3,-8,0,-8,-4,18,0.4,5,-3

# Rows were taken by chance. Share with any hit: about 2.7%.
